Compound activity from PubChem.
Runt-CBFb FRET = Runt domain-CBFb interaction inhibition; inhibition, % at 20 µM; hit rate 0.46% among 220,000; Cerulean-Runt/Venus-CBFb FRET ratio 530/480, 1 h; Q01196+Q13951;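 active means inhibition over about 50% at 20 µM in the single-dose screen, limit read from the data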;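 further: 0% = DMSO wells and 100% = excess unlabeled CBFb competitor control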
Target sequence (Q01196 whole entry, looked up, the tested form may be a part): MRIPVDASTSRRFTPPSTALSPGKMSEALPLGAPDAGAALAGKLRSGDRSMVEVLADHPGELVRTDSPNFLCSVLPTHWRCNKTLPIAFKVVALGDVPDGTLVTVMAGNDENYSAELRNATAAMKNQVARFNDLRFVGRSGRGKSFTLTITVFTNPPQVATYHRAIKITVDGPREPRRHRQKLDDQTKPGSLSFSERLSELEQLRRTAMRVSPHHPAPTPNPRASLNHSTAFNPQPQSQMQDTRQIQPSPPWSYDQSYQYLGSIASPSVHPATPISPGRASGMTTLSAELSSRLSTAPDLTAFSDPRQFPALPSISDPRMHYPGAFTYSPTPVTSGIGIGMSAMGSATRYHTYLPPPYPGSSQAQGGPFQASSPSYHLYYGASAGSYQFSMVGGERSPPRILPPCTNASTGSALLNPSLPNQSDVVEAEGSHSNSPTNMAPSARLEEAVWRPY
Target sequence (Q13951 whole entry, looked up, the tested form may be a part): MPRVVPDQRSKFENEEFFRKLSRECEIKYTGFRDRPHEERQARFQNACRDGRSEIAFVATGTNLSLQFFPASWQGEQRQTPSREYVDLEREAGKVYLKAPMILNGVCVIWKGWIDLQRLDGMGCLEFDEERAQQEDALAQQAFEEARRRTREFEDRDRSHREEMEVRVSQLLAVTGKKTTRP
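Doses: 20 µM compound in 1% DMSO | Material: Cerulean-labeled Runt domain protein | Amount: Each fluorescent fusion protein 100 nM | Schedule: Two 1 h room-temperature incubations shielded from light | Measured by: FRET fluorescence | Evaluation: Loss of energy transfer signal | Controls: Unlabeled CBFb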
* hit, by the source's call.

SMILES	Runt-CBFb FRET
C1CN(c2nc3nonc3nc2N2CCOCC2)CCO1	0
CN(C)c1cc(-c2ccccc2)nc(N)n1	0
CCC1=C(OC(=O)N(CC)CC)N2C(=O)OC(=NCCc3c[nH]c4ccccc34)[C@]2(C)[C@H]2C1=CC[C@H]1C(=O)N(CC(=O)OC)C(=O)[C@H]12	2
C=CCn1c(=O)c(C(=O)Nc2ccccc2OC)c(O)c2ccccc21	0
COc1ccc(CCNC(=O)c2cc3c(=O)n4cccc(C)c4nc3n(Cc3ccncc3)c2=N)cc1	105*
Cc1cccc(-n2ncc3c(N(C)Cc4ccccc4)ncnc32)c1	1
N#Cc1c(N)sc(=S)c2c1CCN(Cc1ccccc1)C2	25
NC(=O)[C@@H]1CC2(CC(c3cccc(NC(=O)[C@H]4CCC(=O)N4)c3)=NO2)CN1C(=O)COc1ccc(Cl)cc1 (some centres undefined)	3
CCN1CCN(Cc2ccc(NC(=O)c3cc(NC(=O)c4cncc(-c5ccc(C#N)cc5)c4)cc(OC)c3)cc2C(F)(F)F)CC1	-2
CN(C)c1ccc(-c2cc([C@H]3[C@@H]4C=CCC[C@@]4(C)C(=O)N3Cc3ccccc3)ccc2F)cc1	1
N=c1c(C(=O)NCc2ccccc2)cc2c(=O)n3ccccc3nc2n1CCCN1CCOCC1	58*
CN1C[C@@H]2C(c3ccc(C(F)(F)F)cc3)C3(c4cccnc4)CC2(C3)[C@H]1c1ccccc1 (some centres undefined)	-1
O=C(/C=C/c1ccc(O)cc1)c1c(O)cc(O)cc1O	0
CC(C)Cc1nc(N2CCN(C(=O)Cc3ccccc3)CC2)c(C#N)c2c1COC(C)(C)C2	-8
O=C(Nc1ccc(N2C(=O)C3C4C=CC(C4)C3C2=O)cc1)Nc1nncs1 (centres undefined)	-1
CCc1ccc(C2CC(c3cccc(OC)c3)n3nc(N)nc3N2)cc1 (centres undefined)	-3
COc1ccccc1-n1c(=O)[nH]c2c(C(N)=O)nc(-c3cccnc3)nc21	0
CC(C)c1cc(-c2cc(-c3ccc(Cl)cc3)on2)nc(NC2CCCC2)n1	3
CCOc1ccc(S(=O)(=O)n2ccnc2)c2ccccc12	0
C=C(C(=O)O)C1CCC2(C)CCCC(C)(O)C2C1 (centres undefined)	4
COc1cc(CCCN2C(N)=NC[C@H]2Cc2ccc(O)cc2)cc(OC)c1OC	0
O=C(Nc1nnc(-c2ccc(F)cc2)o1)c1ccco1	1
COc1cc2c(c(OC)c1OC)-c1c(cc(OC)c(OC)c1OC)C[C@](C)(O)[C@@H](C)C2	2
CCCCS(=O)(=O)N1C2=NC(C(=O)OC)=C(C(=O)OC)[C@@H]3N(C)c4ccc(OC)cc4[C@]23C[C@H]1C(=O)OC	-1
Cc1nn(-c2ccc(Cl)cc2)c2sc(C(=O)N3CCN(C(=O)c4ccco4)CC3)cc12	-6
COc1c2c(cc3oc(=O)ccc13)OC(C)(C)C=C2	18
COc1cc(C(=O)Nc2cc(-c3ccccc3)[nH]n2)cc(OC)c1OC	-1
C=C/C(C)=C/CC1C(=C)CCC2C(C)(C(=O)O)CCCC12C (centres undefined)	2
CCN1CCN(Cc2ccc(NC(=O)c3ccc(C)c(NC(=O)c4nccn4C)c3)cc2C(F)(F)F)CC1	2
CCCNc1nc(C)cc(-c2cc(-c3ccc(Cl)cc3)on2)n1	-2
CCCn1nc(NS(=O)(=O)c2ccccc2)c2cc3ccccc3nc21	-8
CC(=O)c1cnc(Nc2nc(C)c3cccc(C)c3n2)nc1C	-2
C[C@@]12CCC=C[C@H]1[C@H](c1ccc3ccccc3c1/C=C/c1ccccc1)N(Cc1ccccc1)C2=O	2
CCCc1nc2oc3c(NCCN4CCOCC4)ncnc3c2c2c1CCCC2	-1
CCO[C@@H]1OC(C(=O)NC2CC2)=C[C@H](C)[C@H]1CCCO	1
Cn1c(CSc2nc3ccccc3s2)nnc1SCC(=O)NCCN1CCOCC1	0
CCCNC(=O)c1onc(CSc2ccccn2)c1C(=O)NCCC	2
C/C=C/C=C\C(=O)Nc1cccc(C2=NOC3(C2)C[C@@H](C(N)=O)N(C(=O)c2cc([N+](=O)[O-])cc([N+](=O)[O-])c2)C3)c1 (some centres undefined)	3
COc1ccc(-c2cc([C@H]3[C@@H]4C=CCC[C@@]4(C)C(=O)N3Cc3ccccc3)ccc2F)cc1	0
COc1nnnc2c1sc1nc(N3CCOCC3)c3c(c12)CC(C)(C)OC3	-2

Runt-CBFb FRET, hit marks shown above.
SMILES	Runt-CBFb FRET
COc1ccc(CCNC(=O)c2cc3c(=O)n4cccc(C)c4nc3n(Cc3ccncc3)c2=N)cc1	105*
N=c1c(C(=O)NCc2ccccc2)cc2c(=O)n3ccccc3nc2n1CCCN1CCOCC1	58*

Further records
SMILES	Runt-CBFb FRET
COc1ccc(C2/C=C\CN(C(=O)OCc3ccccc3)CC(=O)N2Cc2ccc(F)cc2)cc1 (centres undefined)	0
COc1ccc(Cn2c3nc4ccccc4nc3c3c(=O)n(Cc4ccco4)c(C)nc32)cc1	52*
O=C(NCc1cccc(Br)c1)C1CC(c2ccccc2C(F)(F)F)=NO1 (centres undefined)	1
C=C1c2ccccc2S(=O)(=O)N(Cc2ccccc2)C1COCc1ccccc1 (centres undefined)	0
COc1ccc(OC)c(C(=O)NC(CC(N)=O)c2ccc(NCCN3CCOCC3)c([N+](=O)[O-])c2)c1 (centres undefined)	0
CC(=O)O[C@H]1CC(C)(C)C(=C=C/C(C)=C/C=C/C(C)=C/C=C/C=C(C)/C=C/C=C(\C)C(=O)C[C@@]23O[C@]2(C)C[C@@H](O)CC3(C)C)[C@](C)(O)C1	-6
CCOC(=O)c1cnn(-c2nc3sc4c(c3c(=O)[nH]2)CCCC4)c1N	-1
COc1ccc(Br)cc1[C@H]1[C@H]2C=CC[C@@H](C)[C@@H]2C(=O)N1Cc1ccccc1	4
CCN(CC)CCCN1C(=O)C(=O)/C(=C(/O)c2ccc3c(c2)OCCO3)C1c1ccc(C)o1 (centres undefined)	-1
CCOc1ccc2[nH]c(=O)c(CN(C(=O)N3CCOCC3)C3CC3)cc2c1	-1
Cc1noc(C)c1COC(=O)c1cc2c(C)nn(-c3ccc(F)cc3)c2s1	-3
S=C1NC[C@H](CC2CCCCC2)N1CCc1cccc2ccccc12	1
C[C@H](NC(=O)c1[nH]cnc1C(=O)Nc1ccc(CNC(=O)OC(C)(C)C)cc1)C(=O)OC(C)(C)C	-4
CCOCCCNC(=O)C(c1ccc(Cl)cc1)N1CCN(c2ccccc2)CC1 (centres undefined)	-2
CCOC(=O)Cc1csc(NC(=O)CN(C)S(=O)(=O)c2cccc3cccnc23)n1	-1
COC(=O)CCC(=O)OC1(C)C(=O)C=C2C=C(C3CC3)N(c3cccc(C#N)c3)C=C2C1=O (centres undefined)	17
C/C=C/C=C/C(=O)N1CC2(CC(c3cccc(NC(=O)CCCCC)c3)=NO2)C[C@H]1C(N)=O (some centres undefined)	4
COc1cc(Br)c(CC(=O)O)cc1OC	1
NC1=NC[C@H](Cc2ccc(O)cc2)N1CCc1cccc(F)c1	3
CCCCCc1cc(=O)oc2c(C(CCN(CC)CC)c3ccc(OC)cc3)c(OC)cc(OC)c12 (centres undefined)	0

Looked up above:
Value for `COc1ccc(Br)cc1[C@H]1[C@H]2C=CC[C@@H](C)[C@@H]2C(=O)N1Cc1ccccc1` in Runt-CBFb FRET: 4
Value for `NC(=O)[C@@H]1CC2(CC(c3cccc(NC(=O)[C@H]4CCC(=O)N4)c3)=NO2)CN1C(=O)COc1ccc(Cl)cc1` (some centres undefined) in Runt-CBFb FRET: 3

Additional structures follow:
SMILES	Runt-CBFb FRET
N#CC(C(=O)NC1CCCCC1)c1nc2ccccc2nc1N1CCOCC1 (centres undefined)	-7
COC(=O)Cn1c2c(c3cc(C)ccc31)CCCC2	-6
Cn1cccc1-c1cc(C(=O)O)[nH]n1	12
COc1cc(OC)c2ccc(=O)oc2c1C(CC(=O)N1CCOCC1)c1ccc2c(c1)OCO2 (centres undefined)	1
C=CCN1c2ccccc2[C@]23C[C@@H](C(=O)OC)N(C(=O)c4cc(C)oc4C)C2=NC(C(=O)OC)=C(C(=O)OC)[C@H]13	-4
Cc1cccc(C2CC(c3ccccc3)Nc3ncnn32)c1 (centres undefined)	2
Cc1ccccc1NC(=O)c1c(O)c2cccc3c2n(c1=O)CC3	-3
CCC1=C(OC(=O)N(CC)CC)N2C(=O)OC(=NCCOC)[C@]2(Cc2ccccc2)[C@H]2C1=CC[C@H]1C(=O)N(CC)C(=O)[C@H]12	-2
COC(=O)C1(Cc2ccc(O)c(CC3OC3(C)C)c2)OC(=O)C(O)=C1c1ccc(O)cc1 (centres undefined)	7
COc1nc2c(C)cccc2cc1-c1noc(-c2ccncc2)n1	0
COC(=O)CCC(=O)OC1(C)C(=O)C=C2C=C(C3CC3)N(CCCCO)C=C2C1=O (centres undefined)	0
O=C1CC(c2ccc(O)c(O)c2)Oc2cc(O)cc(O)c21 (centres undefined)	16
Cc1[nH]nc(N=Cc2c(O)n(C)c(=O)n(C)c2=O)c1-c1ccccc1	-3
COc1cccc(C(=O)N=c2sc3c(C)ccc(OC)c3n2C)c1	0
CC1(OC(=O)CCc2ccccc2)C(=O)C=C2C=C(c3ccc(C#N)cc3)N(C3CCCC3)C=C2C1=O (centres undefined)	7
CC(C)(C)OC(=O)NCc1ccc(NC(=O)c2nc[nH]c2C(=O)N[C@@H](Cc2ccccc2)C(=O)OCc2ccccc2)cc1	-1
O=C(CCc1ccccc1)c1c(O)cc(O)cc1O	2
COc1ccc(NC(=O)c2nc[nH]c2C(=O)N(C)Cc2ccccc2)cc1	2
CC(C)C(=O)N1CCC2(CC1)Oc1ccc(F)cc1C(=O)C21CC(c2cccnc2)=NO1 (centres undefined)	2
C[C@H](NC(=O)c1nc[nH]c1C(=O)N[C@@H](Cc1ccccc1)C(=O)OC(C)(C)C)C(=O)OC(C)(C)C	-6
CCn1cc(C(=O)Nc2cccc(C(=O)OC)c2)c(=O)c2ccc(C)nc21	2
CC1(OC(=O)CCc2ccccc2)C(=O)C=C2C=C3CCCN3C=C2C1=O (centres undefined)	-2
COC(=O)c1cccc(C23CC4(C2)[C@H](CN(Cc2ccc(C(F)(F)F)cc2)[C@@H]4c2ccccc2)C3c2ccccc2)c1 (some centres undefined)	0
O=C(Nc1cc(Cl)ccc1Cl)c1noc2c1CCCC2	2
CC1(C(=O)N2CC3(CC(c4cccc(NC(=O)COc5ccc(Cl)cc5)c4)=NO3)C[C@@H]2C(N)=O)CC1 (some centres undefined)	-1
COCCN1C=C2C(=O)C(C)(OC(=O)C3CCCC3)C(=O)C(c3ccccc3)=C2C=C1CCCC(=O)OC (centres undefined)	4
NCCCC[C@H]1CNC(=O)C(=O)N1CCc1cccc2ccccc12	0
O=C1CCN(CCc2ccccc2)CCN1[C@H](CSc1ccc(Br)cc1)c1ccccc1	1
COc1cc(O)c(C(C)=O)c(CC(=O)O)c1	6
Cn1c(=O)c2c(nc(SCCOc3ccc4ccc(=O)oc4c3)n2C)n(C)c1=O	1
COc1ccc(-c2ccc(C)cc2)cc1[C@H]1[C@@H]2C=CCC[C@@]2(C)C(=O)N1Cc1ccccc1	1
CCO[C@@H]1OC(C(=O)NC2CC2)=C[C@H](c2c[nH]c3ccccc23)[C@H]1CCCO	0
CCCc1nnc(NC(=O)c2c(O)c3c([nH]c2=O)CCCC3)s1	0
CC(=O)c1c(C)nn(C(=O)N2CCOCC2)c1C	-1
C=CCn1c(NC(=O)c2ccco2)c(S(=O)(=O)c2ccccc2)c2nc3ccccc3nc21	9
CC(=O)c1ccc(Nc2nc(C)nc3c2oc2ccccc23)cc1	-5
CCC1=C(OC(=O)N(CC)CC)N2C(=O)OC(=NCCc3c[nH]c4ccccc34)[C@]2(Cc2ccccc2)[C@H]2C1=CC[C@H]1C(=O)N(CC)C(=O)[C@H]12	-2
C=C1CCN([C@@H](C)C(=O)OCc2cccc(C)c2)S(=O)(=O)c2ccccc21	0
COc1ccc(C[C@H]2CN3C(=NC[C@@H]3Cc3ccccc3)N2C[C@H](C)NC(=O)CCC2CCCCC2)cc1	-1
COC(=O)CCC(=O)OC1(C)C(=O)C2=CN(CC(C)C)C(c3ccc(OC)cc3)=CC2=C(Br)C1=O (centres undefined)	11

Two entries from above in a different format.
Compound,Runt-CBFb FRET
C=CCn1c(NC(=O)c2ccco2)c(S(=O)(=O)c2ccccc2)c2nc3ccccc3nc21,9
CCCc1nnc(NC(=O)c2c(O)c3c([nH]c2=O)CCCC3)s1,0

New compounds follow
SMILES	Runt-CBFb FRET
CC(C)(C)OC(=O)N1CCC2(CC1)Oc1ccc(F)cc1C(=O)C21CC(c2cccnc2)=NO1 (centres undefined)	0
COc1cc(NC(=O)N2CCNC2=O)cc(C(=O)Nc2cccc(C(F)(F)F)c2)c1	-1
COc1cc(CCCN2C(N)=NC[C@@H]2Cc2ccccc2)cc(OC)c1OC	1
O=c1[nH]c2ccccc2c(O)c1-c1ccccc1	2
Cc1cc(C)nc(-n2nc(C)cc2NC(=O)c2ccc3c(c2)OCO3)n1	-2
CCCCC1=CC2=C(c3ccco3)C(=O)C(C)(OC(=O)c3ccc(OC)cc3)C(=O)C2=CN1Cc1ccc2c(c1)OCO2 (centres undefined)	-8
CCc1ccc2[nH]c(=O)c(CN(CCO)C(=O)NCc3ccccc3)cc2c1	-1

Arranged by the number under Runt-CBFb FRET (rising): six from the list above
smiles	Runt-CBFb FRET
CCCCC1=CC2=C(c3ccco3)C(=O)C(C)(OC(=O)c3ccc(OC)cc3)C(=O)C2=CN1Cc1ccc2c(c1)OCO2 (centres undefined)	-8
Cc1cc(C)nc(-n2nc(C)cc2NC(=O)c2ccc3c(c2)OCO3)n1	-2
COc1cc(NC(=O)N2CCNC2=O)cc(C(=O)Nc2cccc(C(F)(F)F)c2)c1	-1
CC(C)(C)OC(=O)N1CCC2(CC1)Oc1ccc(F)cc1C(=O)C21CC(c2cccnc2)=NO1 (centres undefined)	0
COc1cc(CCCN2C(N)=NC[C@@H]2Cc2ccccc2)cc(OC)c1OC	1
O=c1[nH]c2ccccc2c(O)c1-c1ccccc1	2

Some of the compounds tested; count on the stated rates, not on these rows.
